NR1D1 modulator: Rev-erb alpha (human) modulation. activity, % at 10 µM. Rev-erbα–FITC-DNA binding, fluorescence polarization, 90 min. P20393. 0.79% of 370,000 active. AID 1259318;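 active = activity above about 14%, limit read from the data; passing the limit was not always enough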;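 note: 0% = DMSO wells with 35 nM protein and 100% = DMSO wells with 750 nM protein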
Target sequence (P20393 whole entry, looked up): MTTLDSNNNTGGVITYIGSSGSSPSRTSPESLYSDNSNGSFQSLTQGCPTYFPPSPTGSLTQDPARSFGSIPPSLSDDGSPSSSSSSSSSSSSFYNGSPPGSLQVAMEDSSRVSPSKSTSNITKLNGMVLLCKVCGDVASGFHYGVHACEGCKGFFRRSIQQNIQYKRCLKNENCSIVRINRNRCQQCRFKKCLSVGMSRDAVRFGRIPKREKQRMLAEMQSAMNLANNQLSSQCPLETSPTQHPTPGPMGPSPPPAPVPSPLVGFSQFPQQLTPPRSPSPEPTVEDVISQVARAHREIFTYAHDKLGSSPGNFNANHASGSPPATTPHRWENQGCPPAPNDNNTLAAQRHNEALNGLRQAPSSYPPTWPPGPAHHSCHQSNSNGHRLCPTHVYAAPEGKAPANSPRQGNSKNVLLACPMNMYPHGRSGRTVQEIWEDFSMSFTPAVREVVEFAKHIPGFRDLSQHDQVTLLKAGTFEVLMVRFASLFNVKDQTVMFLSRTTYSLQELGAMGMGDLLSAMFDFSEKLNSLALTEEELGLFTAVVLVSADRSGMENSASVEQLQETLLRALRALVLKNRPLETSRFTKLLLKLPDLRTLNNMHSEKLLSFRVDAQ
MBD2 inh: inhibitors of human MBD2 binding to methylated oligonucleotide; 0.31% of 370,000 active; inhibition, % at 4.4 µM; TR-FRET; in the data active = inhibition above about 13%
PLCg1 inh: blocks human PLC-gamma1 enzyme activity | purified PLC-gamma1, fluorogenic substrate, fluorescence | P19174 | inhibition, % at 12.2 µM | 0.84% of 370,000 active | AID 720700; in the data active = inhibition above about 9.5%
hgDAF12 agonist: agonists of H. glycines DAF-12 nuclear receptor. activation, % at 6.8 µM. 1.8% of 370,000 active. HEK293 GAL4-hgDAF12 UAS-luciferase reporter, agonist luminescence; normalized to butyrate control;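 active = activation above a cutoff set at the mean of all screened compounds plus 3 SD, cut at about 10% in these data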;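 note: 0% = DMSO wells and 100% = sodium butyrate wells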
ADAM17 inh: ADAM17 inhibition, QFRET primary screen. recombinant ADAM17, EDANS/DABCYL FRET peptide cleavage. P78536. inhibition, % at 6.95 µM. 0.83% of 370,000 active;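 active = inhibition above the mean of compounds lying between control limits plus 3 SD, set per campaign, cut at about 8.5% in these data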;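 note: 0% = DMSO-only wells as the low control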
DAX1 inh-1: NR0B1 (DAX1) inhibition; 0.99% of 340,000 active; AID 504766; inhibition, % at 6.75 µM; HEK293 Gal4-DAX1 luciferase reporter, luminescence;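 active = inhibition above the mean over all tested compounds plus 3 SD, cut at about 4.2% in these data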;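 note: 0% = DAX1-transfected cells with DMSO and 100% = empty-vector control cells with DMSO; inhibition shows as a rise in luminescence from relieved DAX1 repression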
Target sequence (P51843 207-470 limits assumed): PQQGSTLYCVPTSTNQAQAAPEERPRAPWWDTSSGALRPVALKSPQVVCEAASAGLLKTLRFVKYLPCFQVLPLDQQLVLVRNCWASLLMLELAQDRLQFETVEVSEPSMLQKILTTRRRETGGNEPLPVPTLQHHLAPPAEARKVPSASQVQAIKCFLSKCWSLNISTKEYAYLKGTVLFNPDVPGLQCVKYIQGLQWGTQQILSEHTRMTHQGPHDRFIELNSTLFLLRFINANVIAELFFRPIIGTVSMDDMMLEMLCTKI
SMARCA2 activ: increases SMARCA2 function in MMTV reporter cells; MG213 cells, MMTV-luciferase reporter, dexamethasone, overnight; activation, % at 9.1 µM; 1% of 370,000 active; in the data active = activation above about 7.8%;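 note: 0% = vehicle wells and 100% = reference activator wells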
DAX1 inh-2: blocks DAX1 repression of SF-1 activated StAR promoter; HEK293T StAR-luciferase reporter, SF-1/DAX-1 repression relief; inhibition, % at 6.8 µM; 1.1% of 370,000 active; AID 652010;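 active = inhibition above the mean over all tested compounds plus 3 SD, cut at about 3.6% in these data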;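 note: 0% = DAX-1 cells with DMSO and 100% = cells lacking DAX-1 with DMSO; higher inhibition means more luminescence from relief of DAX-1 repression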
hcDAF-12 act: activators of H. contortus DAF-12 nuclear receptor; AID 652067; HEK293 hcDAF-12 lit1-tk-luc reporter, luminescence; 0% DMSO, 100% Δ7-dafachronic acid; activation, % at 6.8 µM; 1.4% of 370,000 active;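 active = activation above the mean of all tested compounds plus 3 SD, cut at about 5.5% in these data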;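 note: 100% = response to 3 µM Δ7-dafachronic acid high control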
ssDAF-12 act: activators of S. stercoralis DAF-12 nuclear receptor; HEK293 ssDAF-12/GRIP1 lit1-tk-luc reporter, luminescence; % of 3 µM dafachronic acid response; activation, % at 6.8 µM; 1% of 370,000 active; AID 652126;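 active = activation above the mean over all tested compounds plus 3 SD, cut at about 0.9% in these data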;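 note: 0% = DMSO-only wells and 100% = 3 µM delta7-dafachronic acid wells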
PLCb3 inh: PLC-beta3 (human) inhibition, primary screen; Purified PLC-beta3, fluorogenic substrate, fluorescence; inhibition, % at 12.2 µM; 0.18% of 370,000 active; in the data active = inhibition above about 11%;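 note: 0% = median of compound wells on plate and 100% = full blocker control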
The depositor's hits bear a star; / = not tested or not shown; & = joins results of further samples.

smiles	MBD2 inh	DAX1 inh-2	NR1D1 modulator	DAX1 inh-1	SMARCA2 activ	ssDAF-12 act	PLCb3 inh	hcDAF-12 act	PLCg1 inh	ADAM17 inh	hgDAF12 agonist
CCOc1ccc(C(=O)NCC(=O)OCc2csc(-c3ccccc3)n2)cc1	5	-0.1	-2	-0.9	1	-1.4	-2	0.2	1	-2	-1.0
CN1CCN(C(=O)/C(=C\c2cccc([N+](=O)[O-])c2)NC(=O)c2cccs2)CC1	1	-0.3	-1	-0.4	-4	-1.6	-4	0.0	3	-1	-1.5
CCCCCNC(=O)c1ccc(NC(=O)CC2SC(N3CCCC3)=NC2=O)cc1 (stereo not drawn)	-2	-2.6	4	0.2	-1	-1.5	0	-0.3	1	2	-5.0
c1ccc(OCCN2CCNCC2)cc1	-3	0.2	-1	2.1	6	-1.0	5	-0.2	1	2	0.2
O=C(CSc1nnc(Cc2cccs2)n1-c1ccccc1)Nc1ccccc1-c1ccccc1	-1	-1.0	1	/	-4	-1.0	-1	-1.2	2	3	2.6
COC(=O)[C@H](C(C)C)N(CCc1cn(Cc2ccc(C)cc2)nn1)S(=O)(=O)c1ccccc1Br	-6	-1.8	3	/	-4	-1.5	0	-4.0	4	11*	-1.0
Cc1nnc(SCC(=O)NCc2ccc3c(c2)OCO3)[nH]c1=O	-2	-0.5	5	0.0	1	-1.4	0	-1.3	3	1	0.8
Cc1ccc(-c2nn(-c3ccccc3)cc2/C=N/NS(=O)(=O)c2ccccc2)cc1	3	1.7	-1	-0.5	0	-1.3	2	-0.3	1	7	6.2
CC(C)c1ccc(NC(=O)COc2ccccc2)cc1	3	1.0	3	3.4	4	0.1	-7	0.9	1	4	10
Cc1c(NC(=O)c2cc(-n3cnnc3)ccc2Cl)cccc1-c1nc2ccccc2o1	-1	-0.6	-3	1.5	3	-1.0	3	1.2	5	0	-2.4
N#Cc1c(NC(=O)CSc2ncn(-c3ccccc3)n2)sc2c1CCCC2	-2	-0.2	4	-0.4	-4	-1.0	-1	-1.1	0	-1	1.8
Cn1cnnc1Sc1ccc(C(=O)OCC(=O)NC2CC2)cc1[N+](=O)[O-]	-1	-0.6	6	-0.6	1	-0.7	-5	0.0	1	-6	2.0
CCc1ccccc1NC(=O)CN(C)C(=O)Cn1ncc(Cl)c(Cl)c1=O	0	0.2	3	1.8	-12	-1.1	3	2.4	9	3	6.2
O=C(NCCOc1nc(N2CCCCC2)nc(N2CCCCC2)n1)Nc1ccccc1	1	0.0	0	0.3	0	-0.9	-5	0.0	1	-4	-0.3
O=C(CN1CCCCCC1)Nc1ccccc1F	-1	-0.7	1	0.4	-3	-1.8	-2	-1.2	0	-1	1.7
COCCNC(=O)c1cccc(OC2CCN(Cc3ccc(C(C)C)cc3)CC2)c1	-3	-0.6	1	-0.7	-5	-1.6	-4	-2.1	0	-3	-5.2
CCCC(=O)Nc1c(C)n[nH]c1C	0	0.4	2	1.3	-3	-0.6	0	-2.3	1	-2	-0.8
O=C(c1ccco1)N1CCN(C(=S)Nc2cccc([N+](=O)[O-])c2)CC1	-6	-0.3	-8	0.7	0	-0.9	-6	-1.5	-7	-10	-2.3
O=C(Nc1ccc2[nH]c(=S)sc2c1)c1ccccc1	-4	3.7*	6	1.1	0	-0.9	-8	1.3	-8	-1	14*
Cc1cccc(C2CC3(CC(C)(C)NC(=S)N3)Oc3cc(O)ccc32)c1 (stereo not drawn)	2	-0.6	1	/	2	-1.7	-5	-2.5	-3	-2	-2.3
Cc1cc2c(cc1C)C(=O)NC(C)(C)C2	-1	-0.9	-2	0.1	-3	-1.4	7	-0.5	6	0	6.6
Cc1nc(N2CCCC2)c2ccsc2n1	-3	-0.1	0	0.4	0	-1.5	5	-0.5	2	-9	0.8
CCc1nc(Sc2nc(C)cc(C)n2)c2oc3ccccc3c2n1	-2	-1.9	-3	-1.8	2	-1.0	0	-1.9	1	-6	-7.1
COC(=O)c1nc2n(n1)C(c1cccc(Cl)c1)C1=C(CCCC1=O)N2 (stereo not drawn)	-4	-1.1	1	0.5	0	-1.4	1	-2.1	-3	-1	5.4

Retrieved by structure from the list above, 3 records:
smiles	MBD2 inh	DAX1 inh-2	NR1D1 modulator	DAX1 inh-1	SMARCA2 activ	ssDAF-12 act	PLCb3 inh	hcDAF-12 act	PLCg1 inh	ADAM17 inh	hgDAF12 agonist
CCCC(=O)Nc1c(C)n[nH]c1C	0	0.4	2	1.3	-3	-0.6	0	-2.3	1	-2	-0.8
O=C(Nc1ccc2[nH]c(=S)sc2c1)c1ccccc1	-4	3.7*	6	1.1	0	-0.9	-8	1.3	-8	-1	14*
Cc1nc(N2CCCC2)c2ccsc2n1	-3	-0.1	0	0.4	0	-1.5	5	-0.5	2	-9	0.8

More records
smiles	MBD2 inh	DAX1 inh-2	NR1D1 modulator	DAX1 inh-1	SMARCA2 activ	ssDAF-12 act	PLCb3 inh	hcDAF-12 act	PLCg1 inh	ADAM17 inh	hgDAF12 agonist
O=C(Nc1cccc(C(F)(F)F)c1)/C(=C/c1ccco1)NC(=O)c1cccs1	3	-0.2	1	0.7	0	-1.4	-29	-0.8	-22	1	2.3
CCCCn1c(N)c(N(C)C(=O)c2ccc(Br)o2)c(=O)[nH]c1=O	-3	4.6*	-8	-0.2	2	-0.7	5	1.3	1	-1	0.7
COc1ccc(N2C(=O)C3C(C2=O)C(C(=O)c2ccc(Cl)cc2)N2CCCC32)cc1 (stereo not drawn)	-2	-0.1	6	0.9	12*	-0.2	-43	0.0	-31	-11	0.0
COc1cc(NC(=O)Nc2ccccc2OC)c(OC)cc1NC(=O)CN1CCCCC1	-1	-0.3	-3	-1.3	0	-1.5	-1	0.5	0	3	-0.5
O=C(NC(Cc1ccccc1)C(=O)O)/C(=C\c1ccc(F)cc1)NC(=O)c1ccccc1 (stereo not drawn)	5	1.6	1	0.3	1	0.3	-1	4.6	-3	-2	3.1
NC(=O)C1(Nc2ccc(C(=O)O)cc2)CCCC1	0	-1.2	0	3.4	-5	-0.8	0	-2.5	5	-6	-1.6
O=C(O/N=C1\CCS(=O)(=O)c2sccc21)C1CC1	4	0.5	1	-0.5	4	0.2	3	0.5	6	-4	-3.1
Cc1ccccc1S(=O)(=O)N(C)C[C@@H]1OCc2ccccc2-c2c(n(C)c3ccccc23)C(=O)N([C@H](C)CO)C[C@@H]1C	-1	-0.7	4	-0.4	-4	-1.2	3	-0.8	3	9.7*	-2.9
COc1ccccc1C(=O)NCC(=O)OCC(=O)c1ccc(Cl)s1	2	-1.3	0	0.8	-2	-1.4	-5	1.6	-4	-2	0.9
COc1ccc(C(=O)N(CCc2ccccc2)Cc2ccccc2)cc1S(=O)(=O)N1CCOCC1	-3	-0.8	-6	-2.2	0	-1.0	-3	-0.6	1	0	-4.0
C=Cc1cccc(NC(=O)c2ccc(NC(=O)c3ccco3)cc2)c1	-1	-3.4	7	-1.1	4	-1.6	-7	-3.9	3	1	-5.4
Cc1ccccc1S(=O)(=O)NC(=O)C1(C)CCN1C(=O)CCc1cccs1 (stereo not drawn)	0	0.3	2	/	-4	-1.1	0	-2.1	3	-1	0.1
O=C(CCCl)Nc1cc(SCCO)cc([N+](=O)[O-])c1	5	-0.8	-2	0.2	1	-0.9	0	-0.8	1	-5	-0.4
CN(C)c1ccc(/C=N/N(CCC(=O)NC(C)(C)C)C2=NS(=O)(=O)c3ccccc32)cc1	-2	0.1	7	0.7	1	-1.5	0	-0.7	-1	-1	1.4
CCN1CCN(CCc2nc3cc(NC(=O)COc4ccc(Cl)cc4)ccc3n2C)CC1	-5	0.1	1	-1.0	-6	-1.7	-4	-3.1	8	-6	-5.5
COc1ccc(C(=O)CCC(C)(C)[N+](=O)[O-])cc1OC	-2	-0.1	1	-0.2	-2	-2.1	-5	-2.1	0	-5	-2.5
Cc1cc(NC(=O)c2ccc(NC(=O)c3cccs3)cc2)no1	1	-0.4	-1	0.1	1	-1.5	4	-2.1	2	-2	-2.1
CC(=O)OCC(OC(C)=O)C(OC(C)=O)C(OC(C)=O)C(=O)Nc1ccc(C)cc1 (stereo not drawn)	-4	-0.3	-11	0.5	-5	-1.4	1	0.2	0	-4	-0.1
COc1ccc(NC(=S)NC(C)C(c2ccccc2)N2CCOCC2)cc1 (stereo not drawn)	-1	-0.1	-6	0.1	-1	-1.2	-1	-1.4	1	0	-1.2
Cc1cccc2sc(N(CCN3CCOCC3)C(=O)CCS(=O)(=O)c3ccccc3)nc12	1	0.9	-2	1.2	0	-0.6	-8	-0.9	-1	-3	1.9
COc1cc(C(=O)N/N=C/C2CC=CCC2)cc(OC)c1OC (stereo not drawn)	4	1.9	2	0.1	4	-0.2	-7	-1.1	1	-3	-3.2
CCC1=NN(C(=O)c2ccc(Cl)cc2)C(O)(c2ccccc2)C1 (stereo not drawn)	2	0.6	3	-1.3	-1	-1.4	-5	-1.3	-1	-1	0.6
COc1ccc(S(=O)(=O)Oc2ccc(C(=S)N3CCOCC3)cc2OC)cc1	3	-0.7	3	1.0	-3	-1.5	-12	-1.2	5	-5	-2.8
CCOCCCNC(=O)C1(O)c2cc(Br)ccc2NC(=O)N1c1ccc(OCC)cc1 (stereo not drawn)	-2	-0.3	7	0.8	0	-0.9	-1	-0.6	2	-5	0.8
O=C(COc1ccc2ccccc2c1Br)Nn1cnnc1	19*	0.5	-1	-0.2	-3	-0.8	-11	2.1	2	-5	0.9
Cc1ccc(S(=O)(=O)N2CCC(C(=O)Nc3ccc(S(=O)(=O)N4CCCC4)cc3)CC2)cc1C	-2	-2.7	4	-2.2	-2	-1.5	3	-3.0	3	6	-3.3
CCCC[C@H]1COCCS(=O)(=O)N1Cc1ccc(F)cc1	7	0.2	-2	0.4	-1	-0.5	0	-1.6	1	-2	1.1
Cc1ccc(C(=O)N2CCCC(C(=O)c3ccc(Cl)cc3C)C2)cn1 (stereo not drawn)	-1	-0.7	5	0.3	-3	-1.4	-4	-0.3	3	0	-3.2
CCN(C)C1CN(Cc2cn(Cc3ccc(C)cc3)nn2)S(=O)(=O)C1 (stereo not drawn)	4	-0.1	-4	/	1	-0.9	-1	-0.2	-1	3	1.0
CCc1cc(Cl)c(OC)c(C(=O)NC[C@@H]2CCCN2CC)c1O	-3&3	0.4&-0.4	3&0	-0.9&-1.5	-5&-2	-1.7&-1.5	-136&-86	-2.3&-0.2	-104&-68	-3&-7	2.2&4.5
CC(=O)Nc1nc2c(s1)CCc1ccccc1-2	1	-0.1	-3	1.4	2	0.2	-6	2.5	1	2	0.7
Nc1nc2c(s1)CCc1ccccc1-2	-1	0.4	5	-0.9	1	-1.3	-51	0.5	-36	-8	0.9
COc1ccc(N2CCN(S(=O)(=O)c3cc(C)ccc3OC)CC2)cc1	1	-0.4	4	0.2	-2	-1.3	0	-2.3	1	-3	1.3
COc1cc(NC(=O)c2ccc(Br)cc2)c(OC)cc1NC(=O)c1ccccc1	3	0.1	-5	-0.2	1	-0.2	-6	0.7	-1	-1	1.6
Cc1cccc(OCCn2c(CCCO)nc3ccccc32)c1	5	-0.1	-5	-0.8	-3	-1.3	2	-1.6	0	-3	-1.1

Assay outcomes (PubChem)
